GAA glycogen: alters human alpha-glucosidase cleavage of glycogen; P10253; recombinant GAA, glycogen substrate, Amplex Red glucose oxidase fluorescence; Potency, µM (series often up to 76.4 µM), inactives show top-dose activity change, negative = inhibition, most hits filed as inhibitors; 300,000 tested, 0.38% active; AID 2100; active means well fitted inhibition curve with a large enough effect; inconclusive means small, poorly fitted or top-dose-only effect, or another doubt; inactive means no such curve, though single readings can be large or run the other way;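 further: 0% = full enzyme reaction and -100% = no-enzyme basal signal; the screen sought inhibitors and activators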
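Recombinant enzyme (4 nM final) with compounds titrated up to 77 uM and bovine liver glycogen (30 ug) in citrate pH 5.0, 0.01% Tween-20, 37 C 40 min. Released glucose detected by Amplex Red/glucose oxidase (Ex 573/Em 610); AC50 from Hill fits.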
Numbers without * were called inactive; ? = inconclusive; [ ] = dose if it differs, or a comment. Potency means the concentration at half of the fitted maximal effect. Some of the compounds tested; count on the stated rates, not on these rows.

GAA glycogen | Structure
-1.1% | COc1ccc(C)cc1Nc1c2c(nc3ccccc13)CCC2
4.8% | CC(C)(CO)NC(=O)C(Cc1ccccc1)N1C(=O)c2ccccc2C1=O (stereo not drawn)
-3.5%[76.3 µM] | Cc1ccc(C(=O)NCC(c2cccnc2)N2CCc3ccccc32)cc1C (stereo not drawn)
-0.9%[76.3 µM] | CCC(Cc1ccccc1)NC(=O)CN1C(=O)COc2ccc(S(=O)(=O)N3CCCCCC3)cc21 (stereo not drawn)
9.0%[76.3 µM] | COC(=O)c1ccc(NC(=O)CSc2nc3c(c(=O)n(C)c(=O)n3C)n2Cc2ccccc2)cc1
-14.1%[76.3 µM] | O=C(CSc1nncn2c1cc1occc12)Nc1ccc(F)c(Cl)c1
-2.9%[76.3 µM] | CC(NC(=O)CCCn1c(=O)c2cccn2c2cccnc21)c1ccccc1 (stereo not drawn)
6.1% | Cc1cc(C)c(OCC(=O)N(Cc2ccccc2)C2CCS(=O)(=O)C2)c(C)c1 (stereo not drawn)
-4.1%[76.3 µM] | O=C(N/N=C/c1ccc(C(F)(F)F)cc1)c1ccncc1
0.2%[76.3 µM] | Cc1sc2ncn(CC(=O)NCCCC(=O)NCc3ccc(F)cc3)c(=O)c2c1C
-5.4%[76.3 µM] | COCCNC(=O)CN1C(=O)COc2ccc(S(=O)(=O)N3CCCC3)cc21
-7.5%[76.3 µM] | Cc1ccc(NC(=O)CCC(=O)N2CCSc3ccccc32)cc1

Given with tabs: seven of the compounds above.
Structure	GAA glycogen
Cc1sc2ncn(CC(=O)NCCCC(=O)NCc3ccc(F)cc3)c(=O)c2c1C	0.2%[76.3 µM]
Cc1ccc(NC(=O)CCC(=O)N2CCSc3ccccc32)cc1	-7.5%[76.3 µM]
COC(=O)c1ccc(NC(=O)CSc2nc3c(c(=O)n(C)c(=O)n3C)n2Cc2ccccc2)cc1	9.0%[76.3 µM]
Cc1cc(C)c(OCC(=O)N(Cc2ccccc2)C2CCS(=O)(=O)C2)c(C)c1 (stereo not drawn)	6.1%
COCCNC(=O)CN1C(=O)COc2ccc(S(=O)(=O)N3CCCC3)cc21	-5.4%[76.3 µM]
CC(NC(=O)CCCn1c(=O)c2cccn2c2cccnc21)c1ccccc1 (stereo not drawn)	-2.9%[76.3 µM]
O=C(N/N=C/c1ccc(C(F)(F)F)cc1)c1ccncc1	-4.1%[76.3 µM]

Going on with the list:
GAA glycogen | Structure
-11.0%[76.3 µM] | CCN(C(=O)CSc1nnc(CNc2cccc(OC)c2)n1C1CCCCC1)C1CCS(=O)(=O)C1 (stereo not drawn)
14.7%[76.3 µM] | CC(C)c1ccc(NC(=O)Cn2cc(S(=O)(=O)Cc3cccc(Cl)c3)c3ccccc32)cc1
-8.4%[76.3 µM] | CCOc1ccccc1CNC(=O)CCCn1c(=O)c2cccn2c2ccc(F)cc21
-3.6%[76.3 µM] | CC(=O)N1CCc2c(sc(NC(=O)Cc3ccccc3)c2C(N)=O)C1
20.8%[76.3 µM] | COC(=O)c1ccc(Nc2ncnc3c2cnn3-c2cccc(C)c2)cc1
-4.4%[76.3 µM] | COCCCNC(=O)c1ccc(Cn2c(=O)c3cccn3c3cccnc32)cc1
12.8%[76.3 µM] | CCN(C(=O)Cn1nc(Cc2ccncc2)c2ccccc2c1=O)c1ccc(OC)cc1
-2.9%[76.3 µM] | Cc1csc(NC(=O)C(C)N2C(=O)c3ccccc3S2(=O)=O)n1 (stereo not drawn)
6.7%[76.3 µM] | Cc1ccc(S(=O)(=O)c2nc(-c3cccc(Br)c3)oc2N2CCCCCC2)cc1
0.5%[76.3 µM] | CC(=O)N(CCc1ccccc1C)Cc1cc2cc(C)ccc2[nH]c1=O
-3.3%[76.3 µM] | Cc1cc(C(=O)N2CCCc3ccccc32)ccc1[N+](=O)[O-]
-18.1% | COc1cccc(N2CCc3c(C)nc4ccc(Cl)cc4c32)c1
18.3%[76.3 µM] | O=C(CSCc1cnn(-c2ccccc2)c1-n1cccc1)Nc1ccc(F)cc1F
-15.2%[76.3 µM] | COc1ccc(OC)c(NC2=C(c3ccccc3)C(=O)c3ccccc32)c1
? | COc1cc(C(=O)N(Cc2ccc(N(C)C)cc2)CC2CCCO2)cc(OC)c1OC (stereo not drawn)
-5.1%[76.3 µM] | CCOC(=O)N1CCN(C(=O)CCn2c(=S)[nH]c3ccccc3c2=O)CC1
4.4%[76.3 µM] | Cc1cccc(NC(=O)CCN2C(=O)c3ccccc3C2=O)c1
-7.2%[76.3 µM] | O=C(CCCCCN1C(=O)c2ccccc2C1=O)Nc1cccc(O)c1
-21.2%[15.3 µM] | O=C(NC(=O)c1ccccc1)Nc1cccc(S(=O)(=O)N2CCCCC2)c1
-13.8% | CCNc1nc(NCC)nc(N/N=C/c2ccccc2)n1
4.3%[76.3 µM] | Cc1ccc(F)cc1NC(=O)C1C2CCC(O2)C1C(=O)O (stereo not drawn)
0.2% | COc1ccccc1CNC(=O)N1CCN(S(=O)(=O)c2ccc(C)cc2)CC1
-5.0% | CCc1ccccc1NC(=O)C1CCCN(c2ncccn2)C1 (stereo not drawn)
8.8%[76.3 µM] | CCCn1c(Nc2cccc(OC)c2)nc2ccccc21
1.3% | Cc1onc(-c2ccccc2)c1C(=O)N1CCN(S(=O)(=O)c2ccc(OC(F)(F)F)cc2)CC1
-7.6%[76.3 µM] | Cn1c(SCC(=O)Nc2ccc(F)cc2)nnc1C1CC1
-2.3%[76.3 µM] | O=C(N/N=C/c1ccccc1O)C(=O)N1CCCCCC1
14.7%[76.3 µM] | CCc1nc(SCC(=O)Nc2ccc(NC(C)=O)cc2)n[nH]1
-5.5%[76.3 µM] | O=C(Cc1ccc(Cl)cc1)Nc1ccc(S(=O)(=O)Nc2ncccn2)cc1
3.6%[76.3 µM] | CC1(C)CC(=O)C=C(Nc2ccccc2N)C1
17.7%[76.3 µM] | CCn1c(=O)c2cc(C(=O)NCCc3ccc(OC)c(OC)c3)sc2c2ccccc21
-6.7%[76.3 µM] | CC(C)(C)c1ccc(C(=O)NC2(C(F)(F)F)NC(=O)N(CCc3ccccc3)C2=O)cc1 (stereo not drawn)
0.1%[76.3 µM] | CC(=O)N1CC(C)Sc2ccc(S(=O)(=O)NCCc3ccccc3)cc21 (stereo not drawn)
-7.1%[76.3 µM] | Cc1ccc(-n2nc3c(=O)n(CC(=O)NCc4cccs4)nc(C)c3c2C)cc1
-5.9%[76.3 µM] | CCOC(=O)C1CCN(C(=O)CCc2ccc(S(=O)(=O)NC(C)C)cc2)CC1
-18.1%[76.3 µM] | COc1cc(OC)c(NC(=O)NC(C)c2c(-n3cccc3)sc(C)c2C)cc1Cl (stereo not drawn)
12.8%[76.3 µM] | O=C(CCn1c(=O)c2ccccc2n(Cc2cccc(Cl)c2)c1=O)NCCc1ccccc1
3.9%[76.3 µM] | O=C(NCC1CCCO1)c1cccc(NC(=O)c2ccc(Br)cc2)c1 (stereo not drawn)
-4.3%[76.3 µM] | CCN(C(=O)COC(=O)/C=C/c1cccc(Br)c1)C1CCS(=O)(=O)C1 (stereo not drawn)
-1.9%[76.3 µM] | Cc1cc(OC(C)C(=O)NCC2CCC(C(=O)O)CC2)c2c(C)c(C)c(=O)oc2c1 (stereo not drawn)
1.1%[76.3 µM] | CCCCOC(=O)c1ccc(NC(=O)c2cc(=O)c3ccccc3o2)cc1
-13.0%[76.3 µM] | CCOC(=O)C(Cc1c[nH]c2ccccc12)NC(=O)COc1ccc(CC)cc1 (stereo not drawn)
-3.1% | O=C(CC(=O)NC1CCCCC1)N/N=C/c1ccccc1[N+](=O)[O-]
-8.9%[76.3 µM] | O=C(NC1Cc2ccccc2C1)c1cc(COc2cccc(C(F)(F)F)c2)on1
9.3%[76.3 µM] | Cn1c(-n2cccc2)c(-c2c(-c3ccc(F)cc3)[nH]c3c2c(=O)n(C)c(=O)n3C)c(=O)n(C)c1=O
? | COc1ccc(NCCC(O)c2ccc(Cl)cc2)cc1 (stereo not drawn)
-6.4%[76.3 µM] | CC(=O)Nc1cccc(NC(=O)COc2ccccc2C)c1
-15.3%[76.3 µM] | O=C(Cc1cccs1)N1CCN(S(=O)(=O)c2cccc([N+](=O)[O-])c2)CC1
5.8%[76.3 µM] | CN(CCCN1CCOCC1)C(=O)c1cc(COc2c(F)cccc2F)on1
-10.0%[76.3 µM] | Cc1ccc2c(c1)C(c1ccc(F)cc1)N(C(=O)c1ccc(S(=O)(=O)N3CCCCC3)cc1)CC(=O)N2 (stereo not drawn)
0.0%[76.3 µM] | COc1ccc(N2CCN(S(=O)(=O)CCNC(=O)C3CC(=O)N(c4ccccc4)C3)CC2)cc1 (stereo not drawn)
-4.3%[76.3 µM] | CCOc1ccc(S(=O)(=O)N2CCOCC2)cc1NC(=O)CSCC(=O)Nc1ccc(C)cc1
-0.1%[76.3 µM] | CC(=O)NC(Cc1c[nH]c2ccccc12)C(=O)NCCc1ccccc1 (stereo not drawn)
-2.0%[76.3 µM] | CN1CCN(c2nc3c(c(=O)[nH]c(=O)n3C)n2Cc2ccc([N+](=O)[O-])cc2)CC1
0.9% | COc1ccc(C(=O)N2CCN(c3ncccn3)CC2)cc1
-2.3% | O=C(NCC(O)c1ccc([N+](=O)[O-])cc1)C(c1ccccc1)c1ccccc1 (stereo not drawn)
-0.4%[76.3 µM] | COc1ccc2nc(NC(=O)c3ccc(F)cc3)sc2c1
-9.8%[76.3 µM] | CCOC(=O)c1c(C)n(-c2ccccc2)c2ccc(OC(=O)c3ccc(OCC)c(OCC)c3)cc12
? | CN(C)c1cc(N/N=C/c2ccccc2C(F)(F)F)nc(N(C)C)n1
3.6% | NC(=O)C1CCN(CC(=O)Nc2ccc(S(=O)(=O)N3CCOCC3)cc2)CC1

The listing continues.
GAA glycogen | Structure
2.0% | Cc1ccc(C(O)(CNCc2ccccc2)c2ccccc2)cc1 (stereo not drawn)
-8.9%[76.3 µM] | Cc1ccc(SCC(=O)Nc2ccc3oc(-c4cccc(C)c4)nc3c2)cc1
0.5%[76.3 µM] | COCCn1c(=O)[nH]c2cc(C(=O)Nc3ccc(OC)cc3)ccc2c1=O
-8.5%[76.3 µM] | Cc1cc(OCC(=O)NCC2CCC(C(=O)O)CC2)c2c(C)cc(=O)oc2c1 (stereo not drawn)
1.3%[76.3 µM] | Cc1ccc2nc(NC(=O)c3ccccc3F)sc2c1
-14.0%[76.3 µM] | NS(=O)(=O)c1ccc(CCNC(=O)C(=O)NCC2OCCN2S(=O)(=O)c2ccc(Cl)cc2)cc1 (stereo not drawn)
10.2%[76.3 µM] | Cc1ccc2c(c1)N(C(=O)N1CCC(C(=O)NCCc3ccccc3)CC1)CC(C)O2 (stereo not drawn)
1.9%[76.3 µM] | CCCCn1c(N)c(N(CC(C)C)C(=O)c2cc(C)oc2C)c(=O)[nH]c1=O
-11.2%[76.3 µM] | COc1cccc(N2CCN(c3ccc4nnc(CCC(=O)N5CCC(C)CC5)n4n3)CC2)c1
9.9%[76.3 µM] | Cn1c(SCc2ccc(C#N)cc2)nnc1-c1ccncc1
-5.1%[76.3 µM] | Cc1ccc(C)c(N2CCN(C(=O)C3CCN(C(=O)c4cc5sccc5n4C)CC3)CC2)c1
15.3%[76.3 µM] | COc1ccc(-n2nc(C(=O)NCCc3ccc(Cl)cc3)c3c4ccccc4n(C)c3c2=O)cc1
1.4% | CCOc1ccc(-c2nnc(NC(=O)Cc3cc(OC)c(OC)c(OC)c3)o2)cc1
7.7% | COC(=O)c1cc(CSc2nc3ccccc3c(=O)n2C)oc1C
-5.6% | CCOC(=O)c1cnc2ccc(C)cc2c1N(C)Cc1ccccc1
-2.0% | CC(NCC1COc2ccccc2O1)C1COc2ccccc2O1 (stereo not drawn)
5.3%[76.3 µM] | CCOc1ccc(C(=O)n2cc(C(=O)OC)c3ccccc32)cc1
0.6% | Cc1ccc(C(=O)N/C(=C/c2ccco2)C(=O)N2CCC(C)CC2)cc1
-9.1% | CCOc1ccc(N2CC(C(=O)Nc3nnc(C4CCCCC4)s3)CC2=O)cc1 (stereo not drawn)
-6.0%[76.3 µM] | CCN(CC)CC(C)CNC(=O)c1cc(-c2ccc(Br)s2)nc2ccccc12 (stereo not drawn)
13.3%[76.3 µM] | CCC(=O)N1CCc2cc(Br)cc(S(=O)(=O)N3CCN(c4cccc(Cl)c4)CC3)c21
-5.1%[76.3 µM] | COc1cc(NC(=O)c2cc(-c3ccccc3Cl)on2)cc(OC)c1OC
-1.3%[76.3 µM] | CN(C)C(=O)CN1C(=O)NC2(CCc3ccccc32)C1=O (stereo not drawn)
-11.8%[76.3 µM] | Clc1cccc(-c2noc3ncnc(NC4CCCCC4)c23)c1

Single entries from the list.
GAA glycogen with COc1ccc(OC)c(NC2=C(c3ccccc3)C(=O)c3ccccc32)c1 : -15.2%[76.3 µM]
GAA glycogen with Cn1c(SCc2ccc(C#N)cc2)nnc1-c1ccncc1 : 9.9%[76.3 µM]

(further entries)
GAA glycogen | Structure
6.7%[76.3 µM] | O=c1n(Cc2ccc(Cl)cc2)nc2n1-c1ccccc1OC2
-3.0%[76.3 µM] | Cc1ccccc1CNC(=O)C1CCC(=O)N(C2CC2)C1 (stereo not drawn)
1.4%[76.3 µM] | COc1cccc(N2CC(C(=O)Nc3nnc(SCCC4OCCO4)s3)CC2=O)c1 (stereo not drawn)
4.4% | COc1ccc(C(=O)Nc2cccc(OC(=O)c3ccco3)c2)cc1
6.4%[76.3 µM] | COc1ccc(/C=C2\SC(=S)N(CCC(=O)N3CCCCC3)C2=O)cc1
-5.8% | O=C1CN(C(=O)c2ccccc2Br)C(c2ccc(F)cc2)c2cc(F)ccc2N1 (stereo not drawn)
3.8%[76.3 µM] | CCOC(=O)c1ccc(NC(=O)NCc2cccnc2)cc1
2.2% | O=C(CN(C(=O)CNC(=O)c1cccs1)c1ccccc1)NC1CCCCC1
3.6%[76.3 µM] | COc1cc(C(=O)N2CCCCCCC2)ccc1OC1CCN(C(C)=O)CC1

Bioassay records: PubChem, National Center for Advancing Translational Sciences (NCATS)
